TrxR1 inh = blocks rat thioredoxin reductase 1 | O89049 | recombinant rTrxR1, NADPH fluorescence consumption, selenite substrate | Potency, µM (highest dose often 114 µM), without a hit: top-dose activity change, negative = inhibition, hits mostly inhibitors | 390,000 tested, 1% active; further: on the % scale 0 is the no-effect control and ±100 the full control effect; nearly all actives have a fitted effect of over 65% in size
Target sequence (O89049 whole entry, looked up): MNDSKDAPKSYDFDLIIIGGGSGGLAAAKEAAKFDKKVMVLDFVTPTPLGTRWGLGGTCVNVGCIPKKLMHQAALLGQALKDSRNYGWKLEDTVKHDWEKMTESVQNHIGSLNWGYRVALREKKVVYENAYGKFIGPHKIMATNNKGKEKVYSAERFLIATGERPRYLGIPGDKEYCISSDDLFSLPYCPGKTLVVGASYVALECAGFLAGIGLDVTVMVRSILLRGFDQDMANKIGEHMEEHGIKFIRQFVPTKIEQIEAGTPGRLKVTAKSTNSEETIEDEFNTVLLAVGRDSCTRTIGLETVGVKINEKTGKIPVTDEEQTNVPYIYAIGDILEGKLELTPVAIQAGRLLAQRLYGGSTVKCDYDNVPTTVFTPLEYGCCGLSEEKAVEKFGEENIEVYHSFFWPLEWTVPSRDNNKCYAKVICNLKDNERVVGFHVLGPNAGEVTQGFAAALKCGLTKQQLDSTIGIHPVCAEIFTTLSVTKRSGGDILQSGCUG
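Rat TrxR1 (90 nM in the dispensed reagent) was pre-reduced with 400 uM NADPH for 5 min at room temperature, then incubated with compound for 15 min. After 400 uM selenite was added, NADPH fluorescence (Ex 340/Em 450 nm) was followed for 8 min.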
RGS4 inh = blocks human RGS4-accelerated GTP hydrolysis; Transcreener GDP fluorescence polarization, RGS4-accelerated GTP hydrolysis; Potency, µM (series often up to 114 µM), for the others: at the top dose activity change, negative = inhibition, hits mostly inhibitors; 390,000 tested, 0.039% active; further: on the % scale 0 is the no-effect control and ±100 the full control effect; nearly all actives have a fitted effect of over 75% in size; some results filed as inactive show a strong effect at the top dose
Target sequence (P49798 whole entry, looked up): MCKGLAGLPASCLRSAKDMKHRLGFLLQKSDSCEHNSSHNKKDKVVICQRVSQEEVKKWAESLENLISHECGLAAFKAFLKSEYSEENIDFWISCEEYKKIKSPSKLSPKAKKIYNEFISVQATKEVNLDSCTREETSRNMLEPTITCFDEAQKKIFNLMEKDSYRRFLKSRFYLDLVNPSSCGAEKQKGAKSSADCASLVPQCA
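MLSMR compounds (23 nl, pin-transferred) preincubated 10 min at room temperature with a 500nM (2x) first reagent, then RGS4 at 900nM (2x) plus Transcreener GDP mix added; fluorescence polarization (620/688 nm) read before and after 90 min at 30 °C.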
12-LOX inh = blocks human arachidonate 12S-lipoxygenase; 580,000 tested, 1.1% active; P18054; Potency, µM (titrated, usually from 108 µM), for inactives: top-dose activity change, negative = inhibition, usual class: inhibitors; purified 12hLO, xylenol orange hydroperoxide absorbance; further: on the % scale 0 is the no-effect control and ±100 the full control effect
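Hydroperoxide product was detected by ferrous iron/xylenol orange as the 573 to 405 nm absorbance ratio. Arachidonic acid at 40 uM (final) was turned over for 30 min at room temperature by 150 nM human 12hLO, pH 7.0 Hepes buffer, after 15 min compound preincubation.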
GLS inhibitor = blocks human kidney-isoform glutaminase activity; GLS enzymatic activity, qHTS titration; Potency, µM (titrated, usually from 45.5 µM), inactives show at the highest dose activity change, negative = inhibition, hits mostly inhibitors; 410,000 tested, 0.21% active; AID 624170; further: on the % scale 0 is the no-effect control and ±100 the full control effect
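Assay buffer: 45 mM KH2PO4 pH 8.2, 0.02% Tween-20. hKGA acts on L-glutamine (1 mM solution added); product glutamate is reported by an oxidase/peroxidase Amplex Red coupling, with fluorescence taken at baseline and 30 min.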
Pin1 inh = human Pin1 inhibition; Q13526; AID 504891; Potency, µM (highest dose often 115 µM), for inactives: at the highest dose activity, negative = inhibition, actives largely listed as inhibitors; Pin1 FP peptide displacement, HiFluor488, 10 min; 390,000 tested, 0.009% active; active means well fitted inhibition curve with a large enough effect in the polarisation, with a control signal flat, not every such curve was filed as active; inconclusive means small, poorly fitted or top-dose-only effect, or effect the other way, or a change in a side signal; inactive means no such curve, though single readings can be large or run the other way; the % refers to the polarisation; further: on the % scale 0 is the no-effect control and ±100 the full control effect
Target sequence (Q13526 whole entry, looked up): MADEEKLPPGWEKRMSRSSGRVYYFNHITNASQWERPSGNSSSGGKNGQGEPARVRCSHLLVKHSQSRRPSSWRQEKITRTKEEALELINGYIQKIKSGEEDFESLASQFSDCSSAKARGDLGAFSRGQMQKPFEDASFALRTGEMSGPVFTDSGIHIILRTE
HP1b binding inh = inhibitors of HP1-beta chromodomain binding to methylated histone tails | P83916 | AlphaScreen HP1-beta / biotin-H3K9me3 peptide binding | Potency, µM (doses to about 114 µM), for the others: at the highest dose activity change, negative = inhibition, actives largely listed as inhibitors | 390,000 tested, 0.56% active | AID 540317; further: nearly all actives have a fitted effect of over 70% in size; inactives centre near 23
Target sequence (P83916 whole entry, looked up): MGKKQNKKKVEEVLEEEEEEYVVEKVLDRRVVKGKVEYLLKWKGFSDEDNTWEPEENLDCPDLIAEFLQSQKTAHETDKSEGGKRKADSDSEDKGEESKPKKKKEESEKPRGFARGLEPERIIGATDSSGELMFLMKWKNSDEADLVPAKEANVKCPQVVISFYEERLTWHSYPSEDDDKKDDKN
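HP1-beta protein (50 nM final) preincubated 30 min at room temperature with biotinylated H3(1-18)K9me3 peptide (50 nM) in PBS pH 7.4, 0.01% Tween-20, then compound added for 30 min. AlphaScreen streptavidin donor/nickel chelate acceptor beads (10 ug/mL final), 30 min dark, luminescence read.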
Tb PGK inh = T. brucei PGK inhibition; 380,000 tested, 0.043% active; P07378; PGK/GAPDH coupled, Kinase-Glo luminescence, 60 min; Potency, µM (highest dose often 57.5 µM), without a hit: at the top dose activity change, negative = inhibition, hits mostly inhibitors; further: on the % scale 0 is the no-effect control and ±100 the full control effect; nearly all actives have a fitted effect of over 60% in size
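Luminescent ATP detection (Kinase-Glo Plus) follows a 60-minute room-temperature incubation, with wells lacking PGK as controls. Buffer: 100 mM TEA (pH 7.6), 5 mM MgCl2, 0.01% Tween-20. Coupling enzyme GAPDH (100 nM final) supplies unstable 1,3-BPG in-well.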
ERG-DNA inh = blocks human ERG Ets domain binding to DNA; fluorescence polarization, His-ERG Ets domain / labelled DNA; Potency, µM (highest dose often 76.9 µM), inactives show at the top dose FP activity, negative = inhibition, usual class: inhibitors; 370,000 tested, 0.028% active; active means well fitted inhibition curve with a large enough effect in the polarisation, with a control signal flat; inconclusive means small, poorly fitted or top-dose-only effect, or effect the other way, or a change in a side signal; inactive means no such curve, though single readings can be large or run the other way; the % refers to the polarisation;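 further: polarization taken with two DNA probes labelled with fluorescein and Texas red; % of control where 0% means no effect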
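His-tagged ERG Ets domain (1 uM in the protein solution; 300mM KCl, 50mM Tris-HCl, 1mM EDTA, 1mM DTT, pH 7.5) received compound, then a probe mix of 5 nM fluorescein-DNA and 100nM Texas-615-DNA. Fluorescence polarization was read for both dyes.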
JMJD2A Tudor = JMJD2A Tudor domain (human) inhibition; 390,000 tested, 4.4% active; AlphaScreen JMJD2A-Tudor / H3K4me3 peptide binding; Potency, µM (highest dose often 114 µM), without a hit: at the top dose activity change, negative = inhibition, usual class: inhibitors; O75164; further: on the % scale 0 is the no-effect control and ±100 the full control effect; nearly all actives have a fitted effect of over 50% in size
The depositor's hits bear a star; i = inactive; ? = inconclusive; . = not tested or not shown; & = joins results of further samples; ! = a repeat was not active; [ ] = dose if it differs, or a comment. Unless noted, the call rests on the fitted dose curve; in most records, active means well fitted curve in the direction sought with a large enough effect; inconclusive means small, poorly fitted or top-dose-only effect, or another doubt; inactive means no such curve, though single readings can be large; an effect the other way counts as inactive or inconclusive. Potency means the concentration at half of the fitted maximal effect. The list is partial, so the mix of outcomes need not match the whole.

| SMILES | TrxR1 inh | RGS4 inh | 12-LOX inh | GLS inhibitor | Pin1 inh | HP1b binding inh | Tb PGK inh | ERG-DNA inh | JMJD2A Tudor |
| --- | --- | --- | --- | --- | --- | --- | --- | --- | --- |
| CCOc1ccc(-c2nc(CSCC(=O)NCc3ccc(Cl)cc3)c(C)o2)cc1 | 16.7%[57.1 µM] | -7.7% | ? | -9.1% | 1.4% | -2.1% | -5.7% | 3.1% | -26.6% |
| O=C(Oc1cccc(-c2cnc3ccccc3n2)c1)c1ccco1 | 9.2%[57.1 µM] | -15.6% | 0.0% | -4.3% | 40.1%[activator] | 29.2% | i | 10.1% | 0.0% |
| O=C(CCCN1C(=O)c2cccc3cccc(c23)C1=O)N1CCN(c2ccccn2)CC1 | 13.3% | 8.3% | -26.7% | 7.0% | -6.5% | 32.8% | 0.5% | -2.0% | -10.6% |
| Cc1cc(C)c(NC(=O)CCn2c(=O)c3cccn3c3cccnc32)c(C)c1 | 23.3% | -5.8% | -1.7% | -3.7% | 0.1% | 55.6%[activator] | -2.5% | 1.6% | 6.2% |
| O=C(CSc1nc2ccccc2n1CC(=O)N1CCOCC1)N1CCCC1 | 15.7%[57.1 µM] | 7.0%[11.4 µM] | 0.0% | -2.5% | -3.9% | 18.1% | -1.4% | 4.7% | -15.0%[57.1 µM] |
| Cc1ccc2cccc(N=Cc3c(C)[nH]n(-c4ccccc4)c3=O)c2n1 | -18.1% | -14.8% | 17.3% | 5.4% | 49.6%[activator] | -21.4% | i | 8.2% | ? |
| Cc1nnc(SCC(=O)Nc2cc(C(F)(F)F)ccc2N2CCOCC2)o1 | 7.9%[57.1 µM] | -25.3% | ? | 1.3% | 4.6% | 47.3%[activator] | 10.3% | 0.8% | 7.2% |
| CC1CCN(Cc2c(O)ccc3c(=O)c(-c4cccc(Cl)c4)c(C(F)(F)F)oc23)CC1 | 16.2% | 21.5% | -8.6% | -5.5% | -1.3% | 38.5%[activator] | -5.1% | 4.7% | -10.7% |
| O=C1C(=O)N(CCCN2CCOCC2)C(c2ccc(F)cc2)/C1=C(/O)c1ccccc1 (stereo unspecified) | 8.6% | 2.6% | ? | -1.9% | -1.8% | 16.7% | -12.5% | 1.0% | -13.4% |
| CC(C)Cc1nc2oc3c(NCc4cccnc4)ncnc3c2c2c1CCC2 | 10.1% | 8.0% | -18.0% | . | -3.1% | 19.7% | 1.0% | -19.0% | -15.8% |
| CN(C)c1cc2c(cc1NC(=O)c1ccc(F)cc1)n(C)c(=O)n2C | -3.3% | 19.9% | -14.8% | 0.6% | -1.3% | 7.8% | 1.0% | -4.7% | -22.2% |
| C#CCn1c(COc2ccccc2C)nc2ccccc21 | 14.2% | -4.9% | -18.6% | 3.5% | -4.3% | 13.0% | -9.5% | 9.8% | -11.4% |
| O=C(Nc1ccccc1)c1cc(S(=O)(=O)NCc2ccncc2)ccc1Cl | -4.1% | -38.0% | 4.9% | -1.8% | -5.3% | 26.2% | -0.3% | 8.6% | -0.7% |
| Cc1nc(-c2ccc(F)cc2)sc1CCNC(=O)c1ccco1 | 15.7%[57.1 µM] | ? | -16.5% | 2.9% | -12.2% | 54.6%[activator] | -4.6% | 2.4% | -17.2% |
| O=C(CNC(=S)N(CCCN1CCOCC1)Cc1cccs1)NC1CCCCCCC1 | 2.0%[57.1 µM] | 16.9% | -1.8% | -15.9% | -1.6% | 2.5% | -5.7% | -14.5% | -10.1% |
| COc1ccc(C2=NS(=O)(=O)N(C)C(C(=O)Nc3ccc(OC)c(OC)c3)=C2)cc1 | 14.3%[57.1 µM] | -39.5% | -29.9% | -0.1% | 1.9% | -21.6% | ? | -2.2% | ? |
| COc1ccc(S(=O)(=O)NC2(C(F)(F)F)N=C(c3ccccc3)NC2=O)cc1 (stereo unspecified) | 18.8% | 18.4% | -11.7% | -2.9% | -7.1% | 22.4% | -5.7% | -2.4% | -3.4% |
| Cc1ccc(NC(=O)c2ccc(S(=O)(=O)N3CCOCC3)cc2)c(C)c1 | 23.6%[57.1 µM] | 21.1% | -20.8% | 9.4% | 5.6% | 6.6% | 5.2% | 4.7% | -6.0% |
| O=C(Nc1ccccc1F)c1cc2c(s1)-c1ccccc1S(=O)(=O)C2 | 20.6% | -0.7%[11.4 µM] | 1.1% | -6.0% | 3.7% | 70.5%[activator] | -2.4% | 6.7% | -3.7%[11.4 µM] |
| O=C(NNC1CC(=O)N(c2ccc3c(c2)OCCO3)C1=O)c1ccccc1 (stereo unspecified) | 19.0%[57.1 µM] | 20.3% | -4.2% | 12.3% | 0.0% | 13.0% | -3.6% | -1.5% | -5.2% |
| COc1ccc(N2CCN(CCCNC(=O)C3CCN(S(=O)(=O)N4CCOCC4)CC3)CC2)cc1 | -16.9% | -21.2% | -1.5% | 28.1% | -7.5% | 7.0% | -9.4% | 2.1% | -33.8% |
| CCCCC[C@@H]1C=C(C(=O)O)[C@H](c2ccc(CC)cc2)N1S(=O)(=O)c1ccc(C)cc1 | -10.1% | -16.4% | -110.6% | 6.8% | 6.4% | 34.8% | -5.0% | -3.4% | -26.1% |
| O=C1N2c3ccccc3CCc3cccc(c32)C1(O)C(F)(F)F (stereo unspecified) | -9.3%[57.1 µM] | 7.1% | -17.2% | -11.7% | ? | 17.1% | -3.8% | 4.1% | -18.9% |
| COc1ccc(C2=NS(=O)(=O)N(C)C(C(=O)N(C)Cc3ccccc3)=C2)cc1OC | 7.1%[57.1 µM] | -9.7%&-28.2% | 210.9%&-12.5%[activator] | -2.5%&-2.7% | 3.8%&16.3% | 38.3%&33.7% | -4.4%&-4.2% | 5.1%&-2.7% | 5.01µM*! |
| O=S(=O)(Nc1nc2ccccc2nc1NCCO)c1cccc(Cl)c1 | 6.7%[57.1 µM] | -4.2% | -19.4% | 23.4% | -7.2% | 47.4%[activator] | -0.3% | 1.1% | -33.9% |
| O=S(=O)(NN1CCOCC1)c1ccc(Br)cc1 | 13.9% | ? | 12.3% | 30.0%[activator] | 4.7% | 40.4%[activator] | 0.6% | 6.5% | -3.4% |
| Fc1ccc(CSc2nncn2NCc2ccccc2)cc1 | 8.6% | -14.2% | -15.7% | -5.9% | 1.1% | 31.8% | -10.3% | 7.7% | -1.5% |
| O=C(CN1CCN(S(=O)(=O)c2ccc(F)cc2)CC1)Nc1ccc(F)cc1F | 20.3% | 6.4% | 1.9% | 6.9% | -1.9% | 8.1%[57 µM] | -0.2% | 0.8% | -11.5% |
| Cc1ccccc1CNc1nc(N)n(-c2ccccc2)n1 | -0.9% | 5.0% | ? | 9.0% | 5.9% | 30.8% | 4.9% | -2.1% | -27.0% |
| COc1ccc(NC(=O)c2cc3ccccc3cc2O)cc1 | -28.9%[57.1 µM] | -29.7% | 10.4% | 3.7% | -0.3% | -18.2% | -5.3% | -5.2% | ? |
| O=S1OCCN1c1ccccc1 (stereo unspecified) | 6.0%[57.1 µM] | -2.0% | -10.2% | 25.3% | 3.7% | 17.8% | -5.5% | 1.6% | -21.7% |
| Cc1cc(C)n(CCCNC(=O)C2CC(=O)N(Cc3ccccc3)C2)n1 (stereo unspecified) | 12.1% | 11.6% | -2.3% | 6.9% | 5.3% | 15.2% | 13.5% | -5.7% | 3.4% |
| O=C(c1ccc(C(F)(F)F)cc1)C1CCCN(C(=O)CCN2CCCO2)C1 (stereo unspecified) | 8.1% | 17.4% | -6.5% | 4.3% | 0.6% | 38.1% | 0.0% | -0.1% | -4.2% |
| N#CCCn1ccc(NC(=O)c2ccc(Cl)cc2)n1 | -7.2% | -23.3% | 0.0% | -28.4% | -0.1% | 30.1% | -2.6% | 3.0% | 0.4% |
| O=C(O)C12CC3CC(C1)CC(n1ncc(NCc4ccccc4)c(Cl)c1=O)(C3)C2 | -3.9%[57.1 µM] | 23.5% | -12.0% | 0.0% | -0.1% | 30.7% | 10.1% | 0.6% | -6.3% |
| O=S(=O)(NCCc1ccccc1)c1ccc(Br)cc1 | 2.7% | -3.3% | 0.0% | -4.1% | 3.8% | 63.6%[activator] | 6.7% | -2.4% | 21.2% |
| COc1ccc(S(=O)(=O)N2CC(C)N(C(=O)N(C)C)C2C)cc1 (stereo unspecified) | 26.8% | 20.4% | 1.2% | -0.8% | -7.9% | -4.3% | -6.0% | -5.0% | -15.1% |
| Cc1ccc(C(=O)Nc2ccc(N3CCN(C)CC3)cc2)c(Cl)c1 | 20.1% | 21.9% | 0.0% | 12.6% | 1.1% | 23.7% | -7.5% | 2.8% | -22.9% |
| O=C(Nc1ccc2oc(-c3ccccc3)nc2c1)c1ccc2c(c1)OCCO2 | 21.5%[57.1 µM] | -9.0% | -30.1% | 1.4% | 0.4% | 27.6% | -4.8% | -6.7% | 4.4% |
| O=C(Cc1ccc(NC(=O)C2CCN(C(=O)C3CC3)CC2)cc1)Nc1ccc(C(=O)N2CCOCC2)cc1 | 21.1% | 20.4% | 0.2% | 4.8% | 0.5% | 30.2% | 4.5% | 6.3% | 1.4% |
| CC(C)(C)C(=O)N1c2ccccc2CCc2ccccc21 | 4.1%[57.1 µM] | -11.4% | -14.5% | -3.4% | -0.7% | 60.6%[activator] | i | 4.0% | -2.8% |
| CN(C)CCCNC(=O)Cc1ccc(Br)cc1 | -3.2% | -2.2% | 12.1% | 7.5% | -3.2% | 28.1% | -1.3% | . | 3.6% |
| CCOc1ccc(NC(=O)Cn2c(=O)n(Cc3ccco3)c(=O)c3ccc(C(=O)NC4CCCC4)cc32)cc1 | 16.7% | 3.9% | -13.2% | 0.5% | 0.6% | 20.0% | -5.8% | 2.7% | -11.7% |

From PubChem
